# HCMV antiviral: inhibitors of human cytomegalovirus; activity change, negative = inhibition, % at 57.5 µM; 410,000 compounds, 4.5% hits; AID 1259415; HFF cells, HCMV-luciferase reporter, 72 h; active compounds read low; in the data active = activity change below about -60%; inconclusive = no clear call, values can overlap the other calls; inactive = above about -39%
#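 Two-dose cell screen: HFF monolayers treated with compounds and infected with luciferase-expressing HCMV at 1 PFU/cell, 72 h at 37C, then lysed for luciferase measurement.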
# AmpC detergent: inhibitors of E. coli AmpC beta-lactamase with detergent | P00811 | AmpC hydrolysis of nitrocefin, absorbance 480 nm, 0.01% Triton | Potency, µM (series often up to 114 µM), without a hit: at the highest dose activity change, negative = inhibition, actives largely listed as inhibitors | 370,000 compounds, 0.041% hits | AID 485294;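 also: potency is read from the fitted curve at half-maximal effect; 0% = no-compound wells and -100% = no-enzyme wells; nearly all actives have a fitted effect of over 25% in size; some results filed as inactive show a strong effect at the top dose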
# Target sequence (P00811 whole entry, looked up): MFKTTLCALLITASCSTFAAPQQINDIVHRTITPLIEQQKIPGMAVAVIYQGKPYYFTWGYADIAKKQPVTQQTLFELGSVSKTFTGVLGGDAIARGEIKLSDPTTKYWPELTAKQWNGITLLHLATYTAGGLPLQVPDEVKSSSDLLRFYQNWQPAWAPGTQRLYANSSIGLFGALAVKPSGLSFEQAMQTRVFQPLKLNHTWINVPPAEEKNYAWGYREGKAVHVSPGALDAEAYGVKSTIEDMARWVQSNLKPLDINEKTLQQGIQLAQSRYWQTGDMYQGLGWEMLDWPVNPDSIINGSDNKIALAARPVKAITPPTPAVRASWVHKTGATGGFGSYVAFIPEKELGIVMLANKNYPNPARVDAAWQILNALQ
#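 AmpC (5.3 nM in the dispensed reagent) in 20 mM phosphate pH 7.0 with 0.01% (detergent screen) or 0.0001% Triton X-100 was preincubated with compounds for 15 min at room temperature. Nitrocefin was then added from an 800 uM solution, and hydrolysis was followed at 480 nm.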
# AMA1-RON2 inh: AMA1-RON2 (P. falciparum) interaction inhibition | 360,000 compounds, 0.2% hits | Potency, µM (highest dose often 58.2 µM), without a hit: at the highest dose activity change, negative = inhibition, actives largely listed as inhibitors | AlphaScreen AMA1-biotinylated RON2 peptide binding;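 also: potency is read from the fitted curve at half-maximal effect; 0% = vehicle wells and -100% = peptide control; nearly all actives have a fitted effect of over 45% in size; some results filed as inactive show a strong effect at the top dose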
#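 AMA1 (3D7) with his tag at 25 nM final met compounds first, then biotinylated RON2 peptide at 25 nM; detection used donor plus acceptor beads, 10 µg/mL apiece, read by AlphaScreen after 30 min at room temperature.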
# Sm TGR block: inhibitors of Schistosoma mansoni thioredoxin glutathione reductase. purified TGR, DTNB reduction, TNB absorbance 405 nm. Potency, µM (series often up to 114 µM), for the others: at the highest dose activity change, negative = inhibition, actives largely listed as inhibitors. Q962Y6. 360,000 compounds, 3% hits; also: potency is read from the fitted curve at half-maximal effect; nearly all actives have a fitted effect of over 60% in size
#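 First, TGR (20 nM dispensed) and NADPH were mixed with compound. Second, a 15 min room-temperature incubation followed. Third, further NADPH and then DTNB were added to start the reaction. Finally, TNB absorbance was monitored kinetically.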
# AmpC no deterg: blocks E. coli AmpC beta-lactamase in detergent-free assay; P00811; AmpC nitrocefin hydrolysis, absorbance 480 nm, 0.0001% Triton; Potency, µM (highest dose often 57.1 µM), for the others: at the top dose activity change, negative = inhibition, usual class: inhibitors; 330,000 compounds, 0.52% hits;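 also: potency is read from the fitted curve at half-maximal effect; plate controls were no compound for no effect and no enzyme for full effect; nearly all actives have a fitted effect of over 20% in size; some results filed as inactive show a strong effect at the top dose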
#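 AmpC (5.3 nM in the dispensed reagent) in 20 mM phosphate pH 7.0 with 0.01% (detergent screen) or 0.0001% Triton X-100 was preincubated with compounds for 15 min at room temperature. Nitrocefin was then added from an 800 uM solution, and hydrolysis was followed at 480 nm.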
# TbPYK inhibitor: T. brucei pyruvate kinase inhibition. Potency, µM (doses to about 76.8 µM), without a hit: at the top dose activity, negative = inhibition, hits mostly inhibitors. 410,000 compounds, 0.12% hits. TbPYK enzyme, Kinase-Glo Plus ATP luminescence, 45 min. AID 624173. Q57TT1; also: potency is read from the fitted curve at half-maximal effect; nearly all actives have a fitted effect of over 50% in size
#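 Activity of T. brucei pyruvate kinase was followed by Kinase-Glo Plus luminescence after the enzyme reacted 45 min at room temperature with 130 uM ADP (final) and substrate. Test compounds were added before ADP at multiple concentrations.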
# LmPK inhibitor: LmPK (Leishmania mexicana) enzyme inhibition | Q27686 | purified LmPK, Kinase-Glo ATP luminescence, 1 h | Potency, µM (doses to about 57.5 µM), for the others: top-dose activity change, negative = inhibition, most hits filed as inhibitors | 290,000 compounds, 0.37% hits | AID 1721; also: potency is read from the fitted curve at half-maximal effect
# Target sequence (Q27686 whole entry, looked up): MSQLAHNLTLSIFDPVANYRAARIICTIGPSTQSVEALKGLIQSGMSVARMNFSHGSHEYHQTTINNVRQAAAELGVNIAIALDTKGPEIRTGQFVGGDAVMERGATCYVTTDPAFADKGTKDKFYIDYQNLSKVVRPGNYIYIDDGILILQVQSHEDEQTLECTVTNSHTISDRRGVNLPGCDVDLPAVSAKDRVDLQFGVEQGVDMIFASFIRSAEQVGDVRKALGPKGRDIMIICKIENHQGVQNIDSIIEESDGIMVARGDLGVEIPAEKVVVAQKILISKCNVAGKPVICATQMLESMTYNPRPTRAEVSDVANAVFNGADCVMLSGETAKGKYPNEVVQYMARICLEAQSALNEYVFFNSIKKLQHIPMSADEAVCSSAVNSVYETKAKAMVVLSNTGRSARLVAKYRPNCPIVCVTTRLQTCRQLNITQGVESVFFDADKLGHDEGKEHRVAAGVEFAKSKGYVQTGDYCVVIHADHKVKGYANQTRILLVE
#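 Purified LmPK (0.1 nM) with 0.5 mM PEP and 0.1 mM ADP in imidazole buffer pH 7.2 with MgCl2/KCl, 1 h at room temperature. ATP formed was read by luciferase luminescence and normalized to no-enzyme and uninhibited controls.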
# Starred values were filed as active, the others as inactive; ? = inconclusive; · = not tested or not shown; [ ] = dose if it differs, or a comment. Unless noted, calls follow the shape of the dose curve; as a rule, active = well fitted curve in the direction sought with a large enough effect; inconclusive = small, poorly fitted or top-dose-only effect, or another doubt; inactive = no such curve, though single readings can be large; an effect the other way counts as inactive or inconclusive. Unless noted, % is scaled to controls: 0 for no effect and ±100 for the full control effect.
Structure	HCMV antiviral	AmpC detergent	AMA1-RON2 inh	Sm TGR block	AmpC no deterg	TbPYK inhibitor	LmPK inhibitor
N#CC12CCCCC1CC1CCCCC1(C#N)N2Cc1ccccn1 (stereo not given)	-4.0	-1.4%	7.0%	-14.3%	3.1%	4.7%	-2.2%
O=C(NCc1ccccc1Cl)c1ccc(NC(=O)N2CCCCc3ccccc32)cc1	-10.9	3.2%	·	1.1%	·	1.1%	·
Cc1cccc(NC(=O)CN2C(=O)c3ccccc3Sc3ncccc32)c1C	-6.8	23.7%	·	1.5%	·	1.1%	·
CC(=O)c1ccc(OC2OCCOC2Oc2ccc(C(C)=O)cc2)cc1 (stereo not given)	?	-14.7%	-0.5%	-2.9%	-13.1%	-8.5%	-0.8%
Cc1cccc(C)c1NC(=O)CN(C)C(=O)c1cc(S(=O)(=O)N(C)C)ccc1N1CCCC1	4.0	-19.6%	-8.1%	-7.3%	16.8%	0.9%	·
CCCN(CCC)c1nn2c(=O)c(C(=O)NCc3cccc(OC)c3)cnc2s1	20.4	1.1%	·	-12.7%	·	-7.1%	·
O=C(CN1C(=O)NC2(CCc3ccccc32)C1=O)NCC(F)(F)F (stereo not given)	-6.1	-4.0%	-1.2%	-1.4%	-2.7%	3.6%	-1.6%
COc1cc(OC)cc(C(=O)N[C@@H](CCSC)c2nc3ccccc3[nH]2)c1	-19.2	-5.5%	-1.3%	1.1%	-49.1%	6.5%	8.1%
COc1ccc(NC(=O)CSc2nc3[nH]ncc3c(=O)n2-c2ccccc2C)cc1OC	-39.7	?	7.6%	7.8%	-3.1%	-6.2%	-0.3%
COC(=O)c1c(C#N)c(N)nc2c1CCC2	-26.0	2.1%	5.9%	-1.3%	-16.7%	-14.0%	-2.9%
CCOC(=O)c1[nH]ncc1CN1CCCC(C(=O)c2cccc(OC(C)C)c2)C1 (stereo not given)	-3.5	-0.3%	9.0%	26.6%	6.7%	-0.1%	-1.1%
Cc1nn2c(=O)cc(CSc3ccccc3NC(=O)c3ccccc3F)nc2s1	-20.0	-7.7%	-5.8%	-16.8%	51.7%	2.0%	0.8%
Cc1ccc(S(=O)(=O)N/N=C/c2ccc(OC3CSC3)cc2)cc1	-15.2	-5.0%	-1.3%	-16.2%	-46.4%	-8.6%	-2.3%
Cc1cccc(OCC(=O)NNc2c3ccccc3nc3ccccc23)c1	-96.8*	0.2%	-8.5%	5.3%	-21.6%	3.0%	3.3%
CCN(CC(=O)Nc1c(F)cccc1F)C(=O)Cc1cccs1	8.9	·	13.6%	·	·	0.4%	·
CCOC(=O)C1=C(O)C(=O)N(c2ccc(S(N)(=O)=O)cc2)C1c1ccc(OC)cc1OC (stereo not given)	-8.0	?	-4.8%	-14.1%	-20.3%	5.9%	0.3%
O=C(N/N=C/c1c[nH]c2ccccc12)c1ccncc1	13.7	-5.4%	51.3%[activator]	-0.7%	-9.4%	5.2%	-0.7%
Nc1nc(Sc2ccc([N+](=O)[O-])cc2[N+](=O)[O-])n[nH]1	?	7.8%	-5.1%	31.6µM*	-8.2%	-2.8%	0.1%
CCOC(=O)c1ccccc1NC1c2ccccc2C(=O)N1C1CCN(C(=O)OCC)CC1 (stereo not given)	-14.2	6.6%	1.7%	-0.6%	186.2%[activator]	1.6%	-2.1%
CCc1cccc(NC(=O)COC(=O)c2cc([N+](=O)[O-])ccc2N2CCOCC2)c1	-4.1	-12.4%	-12.7%	3.2%	-5.0%	-11.4%	·

# Exported with each value named: entries from further up
smiles: CCc1cccc(NC(=O)COC(=O)c2cc([N+](=O)[O-])ccc2N2CCOCC2)c1
  HCMV antiviral = -4.1
  AmpC detergent = -12.4%
  AMA1-RON2 inh = -12.7%
  Sm TGR block = 3.2%
  AmpC no deterg = -5.0%
  TbPYK inhibitor = -11.4%
  LmPK inhibitor = ·
smiles: COc1ccc(NC(=O)CSc2nc3[nH]ncc3c(=O)n2-c2ccccc2C)cc1OC
  HCMV antiviral = -39.7
  AmpC detergent = ?
  AMA1-RON2 inh = 7.6%
  Sm TGR block = 7.8%
  AmpC no deterg = -3.1%
  TbPYK inhibitor = -6.2%
  LmPK inhibitor = -0.3%
smiles: O=C(NCc1ccccc1Cl)c1ccc(NC(=O)N2CCCCc3ccccc32)cc1
  HCMV antiviral = -10.9
  AmpC detergent = 3.2%
  AMA1-RON2 inh = ·
  Sm TGR block = 1.1%
  AmpC no deterg = ·
  TbPYK inhibitor = 1.1%
  LmPK inhibitor = ·
smiles: CCOC(=O)c1ccccc1NC1c2ccccc2C(=O)N1C1CCN(C(=O)OCC)CC1 (stereo not given)
  HCMV antiviral = -14.2
  AmpC detergent = 6.6%
  AMA1-RON2 inh = 1.7%
  Sm TGR block = -0.6%
  AmpC no deterg = 186.2%[activator]
  TbPYK inhibitor = 1.6%
  LmPK inhibitor = -2.1%

# Later entries.
Structure	HCMV antiviral	AmpC detergent	AMA1-RON2 inh	Sm TGR block	AmpC no deterg	TbPYK inhibitor	LmPK inhibitor
COc1ccc(OC)c(C2=NOC(C(=O)Nc3cccnc3)C2)c1 (stereo not given)	-8.0	1.2%	-2.1%	5.9%	-18.1%	-1.0%	3.6%
O=S(=O)(NCC(O)c1ccccc1)c1cc(Cl)sc1Cl (stereo not given)	-13.0	-11.2%	-2.5%	6.6%	-8.7%	-1.7%	-0.6%
Fc1ccccc1C1CC(c2ccco2)=Nc2ccccc2S1 (stereo not given)	12.2	11.2%	-6.8%	8.91µM*	-23.0%	-14.1%	0.9%
Cc1ccc(S(=O)(=O)N(C)C[C@H]2OCCCC[C@@H](C)Oc3ccc(N(C)C)cc3C(=O)N([C@H](C)CO)C[C@@H]2C)cc1	-2.7	·	-12.6%	·	·	7.94µM*	·
CCC(C)N(C(=O)COC(=O)c1cc([N+](=O)[O-])ccc1N1CCOCC1)C1CCS(=O)(=O)C1 (stereo not given)	7.1	?	7.3%	1.1%	7.1%	1.1%	·
O=C1c2ccccc2C(=O)N1CCc1c(-c2ccccc2)[nH]c2ccccc12	-35.7	·	?	·	·	-7.6%	·
CN(C(=O)CSc1nc2c(cnn2-c2ccccc2)c(=O)[nH]1)C1CCS(=O)(=O)C1 (stereo not given)	19.0	-3.2%	·	-22.3%	-12.7%	·	0.5%
CN1CCC(OC(=O)c2cccc(F)c2)CC1	?	1.1%	4.1%	3.0%	-13.9%	2.9%	-2.3%
Cc1cc(C)nc(N2CCN(C(=O)CCC(=O)Nc3nnc(C(C)C)s3)CC2)n1	28.2	0.9%	11.8%	0.0%	62.7%[activator]	-3.7%	0.3%
C[C@@]12CCC=C[C@H]1[C@H](c1ccoc1)N(Cc1ccccc1)C2=O	-13.4	-3.2%	0.0%	35.5µM*	17.7%	5.5%	6.3%
CC(=O)c1ccc(N2CCN(C(=O)Cc3n[nH]c(=O)c4ccccc34)CC2)cc1	4.7	-5.3%	-8.7%	-11.6%	-4.1%	27.7%	2.8%
O=C(OC1CCOC1=O)c1cc(-c2cccc(Br)c2)nc2ccccc12 (stereo not given)	-37.8	-5.0%	-16.2%	-20.2%	1.2%	2.8%	-1.4%
COc1cccc(-c2nc(CCl)cs2)c1OC	-11.3	?	-10.8%	-15.0%	-4.3%[11.4 µM]	1.8%	1.7%
O=C(Nc1cnn(C23CC4CC(CC(C4)C2)C3)c1)c1cnn2cccnc12	107.2	-3.6%	-4.7%	17.2%	0.2%	-32.6%	5.6%
CS(=O)(=O)N1CCN(c2ccccc2NC(=S)NC(=O)c2ccccc2[N+](=O)[O-])CC1	-7.7	?	29.0%	-0.5%	-5.7%[2.29 µM]	1.4%	-1.9%
O=C(Nc1nc(-c2ccccc2)c(-c2ccccc2)o1)c1ccc(F)cc1	-22.4	-9.6%	98.7%[activator]	-16.5%	-49.7%	?	-5.8%
COc1ccc(C2CC(c3ccc(F)cc3)Nc3nc(N)nn32)cc1OC (stereo not given)	-10.6	7.4%	-14.4%	16.2%	6.2%	-5.0%	6.3%
CCOC(=O)CN1C(=O)CC(c2ccccc2)C1=O (stereo not given)	-9.5	-7.3%	0.0%	2.4%	-12.2%	6.8%	-0.4%
COc1cc2cc(CNc3ccc(C)cc3)c(=O)n(CC(=O)Nc3ccc(F)cc3F)c2cc1OC	32.6	-2.1%	·	?	·	2.3%	·
CC(=O)Nc1ccc(-c2cc(-c3ccc(NC(C)=O)cc3)nc(-c3ccccc3)n2)cc1	?	?	-3.1%	-0.1%	-23.5%	1.2%	0.3%

# (cont.)
# Screens in order: HCMV antiviral	AmpC detergent	AMA1-RON2 inh	Sm TGR block	AmpC no deterg	TbPYK inhibitor	LmPK inhibitor
Oc1c(Br)cc(/C=N/NC(=S)NCc2ccco2)cc1Br
  -28.5	1.3%	53.9%[activator]	?	-47.5%	-6.4%	1.2%
Cc1nn2c3c(cnc2c1-c1ccccc1)C(=O)CC(c1ccco1)C3 (stereo not given)
  -26.8	-5.3%	19.5%	35.5µM*	-19.7%	-1.4%	4.2%
CCCCCCCc1c(C)nc(N2CCOCC2)[nH]c1=O
  0.1	3.7%	-2.7%	-15.8%	-16.6%	0.0%	-0.6%
CCN(CC(=O)NCc1ccc(Cl)cc1)C(=O)NCc1ccc(Cl)cc1
  -23.3	-6.1%	-1.2%	-11.9%	47.0%	6.1%	-5.5%
C#CCOCCOCCOCCNc1nc(N2CCN(C(=O)C([C@@H](C)CC)n3cc(C(N)COC(=O)C(F)(F)F)nn3)CC2)nc(N2CCN(C(=O)[C@H](CCC(=O)O)n3cc(C(N)CC(C)C)nn3)CC2)n1 (stereo not given in full)
  3.3	·	78.7%[activator]	·	·	-0.4%	·
O=[N+]([O-])c1ccccc1C=NNc1ccccc1
  -7.5	·	?	·	·	3.5%	·
CC1CC(C)CN(CCCNC(=O)C2CCN(c3nnc(-n4cccc4)s3)CC2)C1 (stereo not given)
  -32.0	?	6.0%	-6.8%	124.9%[activator]	-2.0%	-1.0%
CC1=C(C#N)C(c2ccc(O)cc2)C2=C(CC(C)(C)CC2=O)N1 (stereo not given)
  -33.3	-9.0%	10.2%	7.6%	-5.1%	1.9%	-0.5%
CN(Cc1ccccc1)N=Nc1ccccc1
  -2.7	·	43.7%[activator]	·	·	-0.7%	·
CN(CC(=O)NCCc1ccc(S(N)(=O)=O)cc1)S(=O)(=O)c1ccc(Br)s1
  -22.4	-6.5%	-0.9%	-1.6%	-5.7%	-7.7%	-1.7%
CCCC[n+]1cc(/N=C(\[O-])OC)on1
  71.0	-12.7%	-11.0%	-1.0%	-4.6%	-10.5%	-3.9%
